PLCg1 inh = PLC-gamma1 enzyme inhibitors, primary screen, biochemical, fluorescence, purified enzyme; fluorogenic substrate; inhibition, % at 12.2 µM; AID 720700, 2013; 1-phosphatidylinositol 4,5-bisphosphate phosphodiesterase gamma-1 (Homo sapiens), P19174; 370,000 compounds, 0.84% hits; in the data active = inhibition above about 9.5%
ADAM10 inh = human ADAM10 inhibitors, primary screen, biochemical, QFRET, HTS | 370,000 compounds, 0.62% hits | inhibition, % at 7 µM | Disintegrin and metalloproteinase domain-containing protein 10 (Homo sapiens), O14672 | recombinant ADAM10, EDANS/DABCYL FRET peptide cleavage, 3 h;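 active = inhibition above a per-campaign cutoff equal to the mean of compounds falling between control-based bounds plus 3 SD, cut at about 20% in these data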;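 also: 0% = DMSO wells while the 100% control is not disclosed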
ASAP1 inh = inhibitors of human ASAP1 ArfGAP activity, primary screen, biochemical, fluorescence polarization | Arf-GAP with SH3 domain, ANK repeat and PH domain-containing protein 1 (Homo sapiens), … | ASAP1-stimulated ARF1 GTP hydrolysis, GDP FP detection | inhibition, % at 16.5 µM | 360,000 compounds, 0.19% hits; in the data active = inhibition above about 25%;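 also: 0% = vehicle with enzyme and substrate and 100% = no enzyme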
ADAM17 inh = ADAM17 inhibitors, primary screen, biochemical, QFRET. inhibition, % at 6.95 µM. recombinant ADAM17, EDANS/DABCYL FRET peptide cleavage. Disintegrin and metalloproteinase domain-containing protein 17 (Homo sapiens), P78536. 370,000 compounds, 0.83% hits. AID 720648, 2013;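 active = inhibition above the mean of compounds lying between control limits plus 3 SD, set per campaign, cut at about 8.5% in these data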;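 also: 0% = DMSO-only wells as the low control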
SIAE inh = human SIAE inhibitors, primary screen, biochemical, fluorescence polarization, FP-Rh probe, 1536-well HTS. 370,000 compounds, 0.69% hits. SIAE FP-Rh probe binding. inhibition, % at 9.66 µM. Sialate O-acetylesterase (Homo sapiens), Q9HAT2;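 active = inhibition above a cutoff: mean of compounds within the control limits plus 3 SD of those, cut at about 17% in these data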;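 also: 0% = plate median of compound wells and 100% = probe without SIAE protein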
Target sequence (Q9HAT2 whole entry, looked up): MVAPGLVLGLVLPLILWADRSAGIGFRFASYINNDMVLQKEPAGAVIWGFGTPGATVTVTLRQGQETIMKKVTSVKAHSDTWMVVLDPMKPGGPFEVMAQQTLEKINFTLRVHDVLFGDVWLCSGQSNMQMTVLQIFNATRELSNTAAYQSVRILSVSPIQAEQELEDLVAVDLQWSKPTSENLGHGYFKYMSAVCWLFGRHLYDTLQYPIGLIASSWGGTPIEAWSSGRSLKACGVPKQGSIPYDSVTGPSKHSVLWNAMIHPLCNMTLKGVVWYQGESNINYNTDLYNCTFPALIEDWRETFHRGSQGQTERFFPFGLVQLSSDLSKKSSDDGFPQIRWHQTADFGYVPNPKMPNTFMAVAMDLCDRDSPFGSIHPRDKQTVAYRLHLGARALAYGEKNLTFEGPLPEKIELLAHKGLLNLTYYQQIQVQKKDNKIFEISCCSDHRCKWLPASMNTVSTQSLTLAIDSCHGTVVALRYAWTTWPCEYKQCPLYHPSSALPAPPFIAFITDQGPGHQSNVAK
PLC-beta3 inh = human PLC-beta3 inhibitors, primary screen, biochemical, fluorescence | Purified PLC-beta3, fluorogenic substrate | inhibition, % at 12.2 µM | 370,000 compounds, 0.18% hits | AID 720704, 2013; in the data active = inhibition above about 11%;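 also: 0% = median of compound wells on plate and 100% = full blocker control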
ARFGAP1 inh = inhibitors of rat ARFGAP1 GAP activity, primary screen, biochemical, fluorescence polarization, GDP tracer. 360,000 compounds, 0.26% hits. Arfgap1-stimulated ARF1 GTP hydrolysis, GDP FP detection. inhibition, % at 16.5 µM. AID 651572, 2012. ADP-ribosylation factor GTPase-activating protein 1 (Rattus norvegicus), Q62848;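 active = inhibition above a per-plate limit, mean inhibition of low control wells plus 3 SD, cut at about 25% in these data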;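 also: 0% = DMSO wells with enzyme and 100% = wells lacking Arfgap1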
Target sequence (Q62848 1-136 limits assumed): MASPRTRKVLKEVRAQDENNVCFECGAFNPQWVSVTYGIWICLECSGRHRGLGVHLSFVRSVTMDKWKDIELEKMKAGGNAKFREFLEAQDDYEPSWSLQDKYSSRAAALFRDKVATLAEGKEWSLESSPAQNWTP
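Material: rat Arfgap1 GAP domain (His6, aa 1-136), purified enzyme. Also added: human ARF1(Δ1-17)-GTP substrate. Compound dosing: 16.5 µM single point, 1.26% DMSO. Timing: enzyme reaction 120 min at 25 °C after 20 min preincubation. Signal: GDP detection by fluorescence polarization. Read-out basis: percent inhibition of GAP-stimulated GDP formation, scaled between DMSO and no-Arfgap1 medians.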
DDE Tn7 FP inh = inhibitors of Tn7 peptide binding to fibrin DD(E), primary screen, biochemical, fluorescence polarization, human fibrin, Tn7 probe; Fibrinogen beta chain (Homo sapiens), P02675; 370,000 compounds, 0.13% hits; FP displacement of FITC-Tn7 peptide from fibrin DD(E); 0% = median of compound wells per plate; inhibition, % at 8.3 µM; AID 720508, 2013;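 active = inhibition above the mean of compounds falling within the control limits plus 3 SD of them, cut at about 14% in these data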;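 also: 0% = plate median of compound wells and 100% = 10 µM Aha-Tn7 peptide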
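Assay system: human fibrin DD(E). Input: DD(E) 2 µM final. Medium: Tris buffer with calcium and detergent, pH 7.8. Compound dosing: single point at 8.3 µM. Timing: 10 min plus 3 h, room temperature. Technique: fluorescence polarization of the labelled Tn7 tracer. Read-out: percent inhibition. Replicates: singlicate testing.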
TDP2 inh = human TDP2 enzyme inhibitors, primary screen, biochemical, epi absorbance, recombinant enzyme; T5PNP hydrolysis, p-nitrophenol absorbance 415 nm; inhibition, % at 12.8 µM; 370,000 compounds, 0.34% hits; AID 720702, 2013;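 active = inhibition above the mean of all tested compounds plus 3 SD, set per campaign, cut at about 25% in these data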;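 also: 0% = DMSO with enzyme and 100% = buffer with substrate but no TDP2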
Target sequence (O95551 whole entry, looked up): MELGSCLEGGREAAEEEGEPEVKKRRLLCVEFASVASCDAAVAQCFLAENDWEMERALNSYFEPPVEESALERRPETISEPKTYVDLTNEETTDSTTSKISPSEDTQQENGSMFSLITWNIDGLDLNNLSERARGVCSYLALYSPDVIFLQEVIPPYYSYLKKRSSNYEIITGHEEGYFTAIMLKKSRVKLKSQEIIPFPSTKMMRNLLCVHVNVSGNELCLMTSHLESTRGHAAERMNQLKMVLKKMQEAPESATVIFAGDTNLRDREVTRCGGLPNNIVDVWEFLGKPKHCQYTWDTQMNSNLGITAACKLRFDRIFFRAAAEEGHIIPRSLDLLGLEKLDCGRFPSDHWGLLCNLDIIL
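Assay system: Recombinant human TDP2 | Quantity: 120 nM TDP2 per well | Incubation: 2 h at 37 °C | Signal: Epi absorbance | Evaluation: Percent inhibition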
DDE Tn6 FP inh = inhibitors of Tn6 peptide binding to fibrin DD(E), primary screen, biochemical, fluorescence polarization, human fibrin, Tn6 probe | Fibrinogen beta chain (Homo sapiens), P02675 | Fibrin DD(E) TRITC-Tn6 fluorescence polarization displacement | inhibition, % at 8.3 µM | 370,000 compounds, 0.21% hits | AID 720509, 2013;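 active = inhibition above a per-campaign cutoff: mean of compounds within control limits plus 3 SD, cut at about 15% in these data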;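 also: 0% = median of all compound wells on the plate and 100% = blocking peptide control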
* marks the source's active call; other numbers are inactive results; i = inactive; nt = not tested or not shown.

Under each structure – DDE Tn7 FP inh, PLC-beta3 inh, ADAM10 inh, DDE Tn6 FP inh, ASAP1 inh, TDP2 inh, PLCg1 inh, ARFGAP1 inh, SIAE inh, ADAM17 inh
CCc1nccn1CCC(=O)NC1CCCc2c1cnn2-c1ccc(F)cc1F (stereo not drawn)
 : 5, -11, -3, 7, 3, 2, -1, -3, -5, -3
Cc1ccc(S(=O)(=O)N(C)C[C@@H]2OCc3cnnn3CCCC(=O)N([C@H](C)CO)C[C@H]2C)cc1
 : -2, -5, -16, 3, -3, 7, 0, -1, 10, -5
CC(C)(C)NC(=O)C1C(c2ccc(C(F)(F)F)cc2)=Nc2ccccc2N1C(=O)c1cccc(C(F)(F)F)c1 (stereo not drawn)
 : 5, -38, -21, 9, -6, 2, -36, 0, -6, -6
S=C1NCN(Cc2cccnc2)CN1
 : 3, -6, -5, -10, -7, 1, 0, 9, -2, -2
Cc1ccccc1OCC(O)CNC1CCC(NCC(O)COc2ccccc2C)CC1 (stereo not drawn)
 : -4, 7, 2, 1, 7, -9, 16*, -8, 0, 1
CN(CCOc1ccc(-c2ccn(S(=O)(=O)c3cccc4ccccc34)n2)cc1)c1ccccn1
 : -3, -1, -1, -2, 21, -2, 0, -1, -7, 0
Cc1cc(C)c(NC(=O)Cn2nnc(C(=O)NCc3cccs3)c2N)c(C)c1
 : -8, -2, -11, -9, -2, -5, -3, 9, -5, -4
C=CCNC(=O)c1ccc(-c2cccc([N+](=O)[O-])c2)o1
 : 5, 1, -2, 10, -2, 0, 0, 7, 2, -2
CCc1ccc(NC(=O)CCn2c(=O)c3cccn3c3ccccc32)cc1
 : 3, -2, -3, -4, -13, 3, -1, 0, -11, 6
CC1CCCN(C(=O)COC(=O)C2CCN(S(=O)(=O)c3ccc4c(c3)OCCO4)CC2)C1 (stereo not drawn)
 : -4, -2, -5, -5, 7, 4, -4, 3, 5, 0
O=C(NC(Cc1ccccc1)C(=O)O)/C(=C/c1ccccc1)NC(=O)c1ccc(Br)o1 (stereo not drawn)
 : -2, -31, -5, 1, -2, -6, -14, -6, -2, -4
COC(=O)c1cccc(C(=O)Nc2ccc(F)cc2)n1
 : -2, 0, 3, 0, 7, 4, -2, 11, -2, -5
COc1ccc2c(c1)[nH]c1c(=O)n(Cc3ccncc3)cnc12
 : 0, -8, -5, -5, 13, 5, 0, 2, -3, -4
CC(=O)c1c(C(C)=O)c(C)n(-c2nc(-c3cccs3)c(C)s2)c1C
 : -4, 0, 7, 2, -11, 5, 3, 3, 2, -2
COCc1nc2ccccc2n1CCCOc1ccccc1
 : -1, 3, 8, -5, -10, 6, 0, 0, 3, -1

Under each structure – DDE Tn7 FP inh, PLC-beta3 inh, ADAM10 inh, DDE Tn6 FP inh, ASAP1 inh, TDP2 inh, PLCg1 inh, ARFGAP1 inh, SIAE inh, ADAM17 inh
O=C1N=c2ccccc2=C1c1sc(=S)n(NC(=O)c2ccccc2)c1O
 : 3, -14, -2, -2, 0, 3, -5, 4, 23*, -3
Cc1ccc(CN2CC(N3CCN(CC4CC4)CC3)CS2(=O)=O)cc1 (stereo not drawn)
 : -3, -2, -15, -8, 4, -4, -1, 5, -1, -5
CC(C)c1ccc(/C=C(\c2nc3ccccc3[nH]2)S(=O)(=O)c2ccccc2)cc1
 : 3, -3, 10, 0, -14, -2, 3, 4, -4, 5
O=S(=O)(c1ccc(F)cc1)c1nc(-c2ccco2)oc1NCCCn1ccnc1
 : 0, -4, -2, -2, -2, 3, -5, 3, -2, -3
CC(C)CSc1ncccc1-c1nc2ccccc2[nH]1
 : 0, -8, -30, 0, nt, 2, -2, nt, -3, -9
CCN(CCCNC(=O)C1CCN(S(=O)(=O)c2cnc[nH]2)CC1)c1cccc(C)c1
 : -7, 6, 6, -9, 2, 5, 4, 6, 3, 4
COc1cc(Cn2c3ccc(NC(=O)NCc4ccc(F)cc4)cc3c(=O)n2C)ccc1F
 : 5, -492, i, 7, 3, 8, -352, 9, 5, -478
CCN(CC)CCNC(=O)C1(O)c2cc(Br)ccc2NC(=O)N1c1ccc(Cl)cc1 (stereo not drawn)
 : 0, 7, 0, -2, -3, -29, 12*, -6, -10, 4
CNC(C)C(=O)NC(C(=O)N1CCCC1C(=O)Nc1cccc2ncccc12)C(C)C (stereo not drawn)
 : -4, -3, -1, 10, nt, 1, -2, nt, 0, -4
CC(C)=C1C2CCC1C1C(=O)N(c3nccs3)C(=O)C21 (stereo not drawn)
 : -1, -3, -17, -7, -4, -10, 1, 11, 1, -5
O=C1OCCC1Sc1nnc(-c2cccnc2)n1-c1ccccc1F (stereo not drawn)
 : 1, 1, 1, 4, -7, 2, 1, 6, -1, -5
Cc1ccc(S(=O)(=O)N2CCN(c3ncccn3)CC2)c(C)c1
 : 3, -11, 3, -3, -2, 5, -1, 1, -3, -4
COc1ccc2[nH]c(C(O)(Cc3cccnc3)Cc3cccnc3)cc2c1
 : -5, 2, -1, 4, 6, -3, 0, -6, 9, 0
CCC(C)(C(=O)NC1CCCCC1)N(CC1CCCO1)C(=O)Cc1cccs1 (stereo not drawn)
 : -4, -3, -5, 5, 0, 14, -1, -2, -3, -4
O=C(NCC(=O)N1CC(O)CC1C(=O)N1CC(O)CC1C(=O)OCc1ccccc1)OCc1ccccc1 (stereo not drawn)
 : 0, 3, 3, 0, 10, 2, 2, -4, 2, 0

Under each structure – DDE Tn7 FP inh, PLC-beta3 inh, ADAM10 inh, DDE Tn6 FP inh, ASAP1 inh, TDP2 inh, PLCg1 inh, ARFGAP1 inh, SIAE inh, ADAM17 inh
C[C@@H]1CN([C@@H](C)CO)C(=O)CCCn2nncc2CO[C@@H]1CN(C)C(=O)c1cc(-c2ccccc2)on1
 : -2, 0, -12, 5, 5, -9, 1, -4, 2, -5
O=C(N/N=C/C=C\c1ccccc1[N+](=O)[O-])c1ccccn1
 : 1, 7, 4, -7, 9, 0, 5, 8, 3, 2
Cc1cc(C)cc(NC(=O)CSc2nnc(-c3cc(C)[nH]n3)n2N)c1
 : 7, -10, -5, -3, -14, 0, 0, -8, -2, -3
C=C(C)C1CC=C(C)/C(=N/NC(=O)c2ccoc2C)C1 (stereo not drawn)
 : -3, 2, 0, 5, -8, 0, 0, -2, -2, 3
CCc1ccc(S(=O)(=O)Nc2ccc(-c3nc4cccnc4s3)cc2)s1
 : -4, i, i, 2, -11, 9, i, -10, -5, i
COc1ccc(/C=N/NC(=O)c2ccc(Br)cc2)cc1Cn1cc(Cl)cn1
 : -4, -4, -6, -8, 2, 6, -5, -2, -8, -4
Cc1ccc2nc(/C=C/c3cccc(F)c3)ccc2c1
 : 0, -7, -16, 2, -17, -5, -7, 1, -2, -5
CCOc1ccc(NC(=S)Nc2ccc(OC)cc2)cc1
 : 0, -4, -11, -3, -4, -4, -2, -6, 1, -6
N#CC(c1ccccc1)N(CCCCl)C(=O)c1ccccc1 (stereo not drawn)
 : 4, 0, -4, -1, 3, -10, -2, -6, -4, 0
Cc1ccccc1NC(=O)C(=O)NCCc1c[nH]c2ccccc12
 : 6, 1, -7, 9, 0, -8, 2, 8, 9, 0
COc1ccc(OC)c2sc(Cl)nc12
 : 4, -7, 1, -2, 7, -8, -1, 0, 0, -6
COc1ccc(CNC(=O)c2ccc(N3CCC4(CC3)CC(c3ccc(Cl)cc3)=NO4)c(NC(=O)Cc3ccc(F)cc3)c2)cc1
 : 0, 0, 5, -1, -2, -6, 4, 6, -3, 2
CCSc1nnc(Cc2cc(=O)[nH]c(=O)[nH]2)n1-c1cc(C)ccc1C
 : -3, 1, -4, -1, 2, 13, 1, 16, -1, -2
COc1cc(S(=O)(=O)NC2CCCC2)ccc1F
 : 2, -2, -5, -4, -1, 6, -2, 0, 0, -6
Cc1cc2ccccn2c1C(=O)c1nc(N2CCOCC2)ncc1Cl
 : -3, 1, 9, 0, -3, -5, 2, 3, 2, 2
O=C(CCNC(=O)c1ccc([N+](=O)[O-])cc1)Oc1ccc(F)c(F)c1
 : 2, -2, 0, 2, 1, 4, -1, -2, -3, 0
COc1ccc(C)cc1NC(=O)c1ccc2c(O)c(S(=O)(=O)c3ccccc3)c(=O)[nH]c2c1
 : -1, -17, -1, -1, -6, -4, -8, 9, -1, -3

Entries shown so far with a thiophene ring, fused or not (four):
Under each structure – DDE Tn7 FP inh, PLC-beta3 inh, ADAM10 inh, DDE Tn6 FP inh, ASAP1 inh, TDP2 inh, PLCg1 inh, ARFGAP1 inh, SIAE inh, ADAM17 inh
Cc1cc(C)c(NC(=O)Cn2nnc(C(=O)NCc3cccs3)c2N)c(C)c1
 : -8, -2, -11, -9, -2, -5, -3, 9, -5, -4
CC(=O)c1c(C(C)=O)c(C)n(-c2nc(-c3cccs3)c(C)s2)c1C
 : -4, 0, 7, 2, -11, 5, 3, 3, 2, -2
CCC(C)(C(=O)NC1CCCCC1)N(CC1CCCO1)C(=O)Cc1cccs1 (stereo not drawn)
 : -4, -3, -5, 5, 0, 14, -1, -2, -3, -4
CCc1ccc(S(=O)(=O)Nc2ccc(-c3nc4cccnc4s3)cc2)s1
 : -4, i, i, 2, -11, 9, i, -10, -5, i

Compound activity: PubChem, The Scripps Research Institute Molecular Screening Center
